Screening results from PubChem BioAssay.
p53null 32C kill: kills p53 null cells at the permissive temperature | H1299-neo p53 null cells, ATP luminescence, 24 h, 32C | Potency, µM (titrated, usually from 46.1 µM), without a hit: at the highest dose activity change, negative = cytotoxicity, usual class: cytotoxic | 55,000 compounds, 0.62% hits;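 also: potency is read from the fitted curve at half-maximal effect; 0% = DMSO only and -100% = full killing by 100 µM tamoxifen; nearly all actives have a fitted effect of over 55% in size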
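Luminescent ATP readout gave cell viability of p53-null H1299-neo cells after a 24 h compound exposure at the permissive 32C. Titrations ran up to 46 uM, and AC50s were fitted with the standard Hill equation.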
TSG101-PTAP inh: inhibitors of HIV-1 PTAP binding to human TSG101, validation; Potency, µM (doses to about 115 µM), without a hit: top-dose activity change, negative = inhibition, most hits filed as inhibitors; 44,000 tested, under 10 active; Q99816; AID 1347069; Fluorescence polarization, FITC-PTAP peptide/Tsg101, 20 min; also: potency is read from the fitted curve at half-maximal effect; 0% is about no effect
Target sequence (Q99816 whole entry, looked up): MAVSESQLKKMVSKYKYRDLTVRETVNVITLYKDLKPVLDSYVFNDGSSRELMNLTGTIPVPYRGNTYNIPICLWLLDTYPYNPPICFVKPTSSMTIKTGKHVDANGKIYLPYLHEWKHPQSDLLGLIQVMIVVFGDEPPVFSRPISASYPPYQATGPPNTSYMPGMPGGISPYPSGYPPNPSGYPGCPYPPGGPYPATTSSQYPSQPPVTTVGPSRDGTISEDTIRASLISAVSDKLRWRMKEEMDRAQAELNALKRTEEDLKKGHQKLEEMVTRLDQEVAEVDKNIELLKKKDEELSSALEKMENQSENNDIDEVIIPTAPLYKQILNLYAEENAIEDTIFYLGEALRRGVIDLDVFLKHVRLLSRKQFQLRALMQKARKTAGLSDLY
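Fluorescence polarization binding of Tsg101 binding domain (10 uM final) to FITC-labeled PTAP-motif peptide (50 nM final) in HEPES pH 7.5/NaCl/Tween 20/EDTA/TCEP buffer; 20 min at r.t. Actives by curve class, <25 µM, efficacy <60% inhibition.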
p53null 39C kill: kills p53 null cells at the nonpermissive temperature | H1299 p53-null (neo) cells, 39C, ATPlite viability, 24 h | Potency, µM (doses to about 46.1 µM), inactives show top-dose activity, negative = cell killing, hits mostly cytotoxic | 55,000 compounds, 0.97% hits | AID 904;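 also: potency is read from the fitted curve at half-maximal effect; 0% = DMSO only and -100% = full killing by 100 µM tamoxifen; nearly all actives have a fitted effect of over 50% in size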
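Concentration-response (up to 46 uM) was run for 24 h at the nonpermissive 39C on H1299-p53A138V or H1299-neo cells. ATP content was measured with ATPlite luminescence. AC50 values were Hill-modeled after normalizing between DMSO and 100 uM tamoxifen killing.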
FH mod: Identification of activators of human fumarate hydratase by quantitative high-throughput screening | AID 1347055, 2019 | Potency, µM (doses to about 79.9 µM), for inactives: at the top dose activity change, negative = inhibition, actives largely listed as inhibitors | Fumarate hydratase, mitochondrial (Homo sapiens), P07954 | FH coupled MDH/diaphorase resazurin fluorescence, 15 min | 54,000 compounds, 0.22% hits; also: potency is read from the fitted curve at half-maximal effect; % is scaled to controls: 0 for no effect and ±100 for the full control effect; the screen sought activators but most active calls are inhibition curves; nearly all actives have a fitted effect of over 45% in size
NTMT1 inh: NTMT1 methyltransferase inhibition; Q9BV86; NTMT1 MTase-Glo SAH luminescence, purified enzyme; Potency, µM (doses to about 114 µM), inactives show at the highest dose activity change, negative = inhibition, usual class: inhibitors; 59,000 compounds, 2.5% hits; AID 1645870;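 also: potency is read from the fitted curve at half-maximal effect; plate controls were DMSO vehicle for no effect and no enzyme for full effect; nearly all actives have a fitted effect of over 65% in size; many of its hits are not listed in these tables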
Target sequence (Q9BV86 whole entry, looked up): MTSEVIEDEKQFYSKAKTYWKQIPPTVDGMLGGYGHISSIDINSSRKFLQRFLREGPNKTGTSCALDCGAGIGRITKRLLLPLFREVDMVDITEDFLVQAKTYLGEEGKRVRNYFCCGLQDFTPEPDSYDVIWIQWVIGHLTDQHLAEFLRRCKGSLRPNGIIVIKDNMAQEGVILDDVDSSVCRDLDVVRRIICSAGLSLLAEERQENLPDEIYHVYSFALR
GALK inhibitor: inhibits human galactokinase. P51570. recombinant GALK, Kinase-Glo ATP luminescence, 1 h. Potency, µM (titrated, usually from 57.5 µM), without a hit: top-dose activity, negative = inhibition, most hits filed as inhibitors. 44,000 tested, under 10 active. AID 1347072;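 also: plate controls were full GALK reaction for no effect and reaction lacking GALK for full effect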
Target sequence (P51570 whole entry, looked up): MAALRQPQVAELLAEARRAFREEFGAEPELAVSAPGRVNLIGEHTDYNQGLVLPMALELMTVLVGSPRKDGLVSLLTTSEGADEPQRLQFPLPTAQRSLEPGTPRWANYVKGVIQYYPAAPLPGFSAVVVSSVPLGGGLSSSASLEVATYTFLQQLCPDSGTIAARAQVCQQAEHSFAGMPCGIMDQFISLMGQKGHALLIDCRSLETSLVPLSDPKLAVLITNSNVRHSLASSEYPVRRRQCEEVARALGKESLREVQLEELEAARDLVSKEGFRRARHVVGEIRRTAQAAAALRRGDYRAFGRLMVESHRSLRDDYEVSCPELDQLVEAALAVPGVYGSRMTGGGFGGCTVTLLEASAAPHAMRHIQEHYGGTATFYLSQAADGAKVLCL
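5 nM GALK; 35 uM ATP; 100 uM D-galactose; 20 mM HEPES pH 8.0, 5 mM MgCl2, 60 mM NaCl, 1 mM DTT, 0.01% BSA; 1 h RT; Kinase-Glo Plus luminescence.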
B2AR arrestin ag: agonists recruiting beta-arrestin to human beta2-adrenergic receptor | HTLA Tango cells, beta-arrestin recruitment, luciferase luminescence, 18 h | Potency, µM (highest dose often 46.1 µM), without a hit: at the highest dose activation, hits mostly activators | 44,000 tested, under 10 active | AID 1347077;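 also: potency is read from the fitted curve at half-maximal effect; 0% = DMSO and full agonism = EC100 isoproterenol or metaproterenol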
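Luminescence read-out: arrestin recruitment to recombinant beta2-AR releases tTA, inducing luciferase. Cells exposed 18 hr at 37 degrees C to up to 46 microM compound; %Activity from corrected signal, concentration-response curves classified by r2, magnitude and efficacy.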
Active calls of the source: *; ? = inconclusive; . = not tested or not shown; [ ] = another dose, or the depositor's remark. Calls follow the shape of the dose curve; as a rule, active = well fitted curve in the direction sought with a large enough effect; inconclusive = small, poorly fitted or top-dose-only effect, or another doubt; inactive = no such curve, though single readings can be large; an effect the other way counts as inactive or inconclusive.

canonical_smiles | B2AR arrestin ag | TSG101-PTAP inh | NTMT1 inh | GALK inhibitor | FH mod | p53null 39C kill | p53null 32C kill
CCc1nc2ccc(C(=O)NCc3ccccc3C)cc2nc1CC | -2% | -7% | -2% | -1% | -11% | 0% | -1%
COc1ccc(-n2c(=O)c3c4c(sc3n3c(SC(C)C)nnc23)COC(C(C)C)C4)cc1 (configuration not stated) | ? | 3% | -24% | 2% | -7% | -11% | 3%
COc1ccc(CNC(=O)c2ccc3c(c2)N(Cc2ccccc2)C(=O)c2ccccc2S3=O)cc1 (configuration not stated) | 0% | 1% | 4% | 3% | 5% | 16% | -3%
CCCCOC(=O)c1ccc(NC(=O)c2cc(-c3ccccc3)on2)cc1 | -3% | 0% | 8% | -5% | -2% | -3% | -3%
COC(=O)N1CCCc2cc(S(=O)(=O)NCc3ccccc3)ccc21 | 1% | -8% | -3% | 0% | -12% | -12% | 17%
Cc1cccc(OCC(=O)NC(Cc2c[nH]c3ccccc23)C(=O)O)c1C (configuration not stated) | 0% | -2% | 9% | ? | -8% | -13% | 2%
Cc1cc(C)cc(NC(=O)c2oc3ccc4c(c3c2C)C(=O)CC(C)(C)O4)c1 | -1% | 3% | ? | 4% | -6% | ? | ?
O=C(COCc1cc(-c2cccs2)on1)Nc1cc(C(F)(F)F)ccc1Cl | -1% | 1% | 0% | -4% | -24% | -26% | 1%
CCc1ccc(-c2nc(CS(=O)CC(=O)NCCc3ccc(C)cc3)c(C)o2)cc1 (configuration not stated) | 0% | 2% | -6% | -2% | -8% | 8% | 11%
CC(=O)c1ccc(N2CCN(S(=O)(=O)c3c(C)nc4sc(C)cn4c3=O)CC2)cc1 | -1% | -2% | -14% | ? | 2% | ? | -8%
Nc1c(-c2nc(-c3cccs3)no2)nnn1-c1ccc(Cl)cc1 | 1% | -6% | -1% | 3% | 0% | -13% | 0%
CCCOc1ccc(C(=O)Nc2ccc(NC(=O)c3ccccc3)c(C)c2)cc1 | 0% | 1% | -2% | 0% | 8% | -11% | -3%
O=C(NCC(c1ccc2c(c1)OCO2)N1CCN(c2ccc(F)cc2)CC1)c1cccc([N+](=O)[O-])c1 (configuration not stated) | 0% | -8% | 5% | 1% | -14% | 20% | -4%
COc1ccc(-n2c(/C=C/c3cccc4ccccc34)nc3ccccc3c2=O)cc1OC | -1% | 0% | 1% | -1% | -4% | -9% | 3%
CCOC(=O)N1CCc2c(sc(NCc3cccc(F)c3)c2C(=O)Nc2ccccc2OCC)C1 | 3% | 1% | -2% | 1% | -14% | 26% | 1%
O=C(Nc1ccccc1C(F)(F)F)c1noc2c1CCCC2 | 0% | -12% | . | 7% | . | -25% | -18%
Cc1cc(NC(=O)CSc2ncc(C(=O)Nc3ccccc3)c(=O)n2C)no1 | -4% | -5% | -7% | 1% | 6% | 10% | -6%
Cc1ccc(CSc2nnc3[nH]c(=O)cc(-c4ccccc4)n23)cc1 | -3% | 0% | -11% | -8% | -5% | 7% | -2%
CCOC(=O)c1c(NC(=O)/C=C/c2ccc(OCC)cc2)sc2c1CCC2 | 0% | 11% | -18% | -1% | -11% | 17% | 5%
O=C(Cn1c(-c2cccs2)cc2ccccc21)N1CCN(c2ccccc2F)CC1 | -1% | 0% | 20% | 3% | -6% | -4% | 1%
COc1ccc(Cn2c(=O)n(-c3ccc(OC)cc3)c(=O)c3c2c2cc(OC)ccc2n3C)cc1 | -1% | 2% | 9% | -2% | -19% | 8% | 7%
CCCS(=O)(=O)c1c(S(=O)(=O)CCC)c2cc(C(C)(C)C)ccn2c1C(=O)c1ccccc1 | -2% | -1% | 10% | -2% | -25% | 23% | 1%
O=C(Cn1c(=O)nc(-c2ccccc2)c2ccccc21)N1CCN(c2ccc(F)cc2)CC1 | 0% | -1% | 3% | -1% | -25% | 10% | 0%
CCN1C(=O)c2ccccc2S(=O)(=O)c2ccc(C(=O)NCc3ccccc3OC)cc21 | 0% | 0% | 3% | 0% | -21% | -16% | -1%
CC(C(=O)Nc1ccc(OC(F)(F)F)cc1)N1Cc2ccccc2C1=O (configuration not stated) | 2% | -1% | -4% | 1% | -14% | -22% | -8%
Cc1nc2ccc(S(=O)(=O)NC(C(=O)NCc3ccc(Cl)cc3)C(C)C)cc2s1 (configuration not stated) | 1% | 3% | 3% | 6% | -9% | -24% | -9%
Cc1ccc(C(=O)N2CCN(c3ccc(F)cc3)CC2)cc1NC(=O)c1nsc2ccccc12 | 0% | 3% | ? | -3% | ? | 0% | 11%
COc1ccc2sc(N(Cc3cccnc3)C(=O)CCc3ccccc3)nc2c1 | -2% | -3% | 6% | 2% | ? | 20% | 13%
COc1ccc(NC(=O)CCCn2c(=O)c3cccn3c3cccnc32)cc1Cl | 0% | 1% | 11% | -1% | 6% | -12% | -9%
COc1cc(OC)cc(-n2nnc(-c3nc(-c4ccccc4Cl)no3)c2N)c1 | -1% | 4% | -6% | 2% | -20% | ? | -12%
COc1cccc(-c2nc(SCc3ccc(C)cc3)n3[nH]c(=O)cc3n2)c1 | -1% | -2% | 1% | 0% | ? | ? | 5%
CCOC(=O)CSc1nc2cc3c(cc2c(=O)n1CCCC(=O)NCc1ccc2c(c1)OCO2)OCO3 | 0% | 0% | ? | -8% | -13% | 3% | 0%
CCCCOc1ccc(C(=O)N(Cc2ccco2)Cc2ccco2)cc1 | -2% | -2% | ? | -2% | -17% | -3% | 15%
CCOc1ccccc1NC(=O)CCc1c(C)nc2c3cccnc3nn2c1C | 1% | -2% | 11% | 7% | -4% | -5% | -6%
CCN(C(=O)c1cn(C)c(=O)c2ccccc12)c1cccc(C)c1 | 1% | -9% | 10% | -1% | -5% | -3% | -5%
Cc1ccc(Cl)cc1NC(=O)C(NS(=O)(=O)c1cccc2nsnc12)c1ccccc1 (configuration not stated) | 1% | 4% | -18% | 0% | -14% | 6% | 25%
CCc1c(C)nc(SCc2nc(-c3ccccc3C)no2)[nH]c1=O | 0% | 2% | -1% | 0% | -10% | -16% | -4%
O=c1c2sc3ccccc3c2n(Cc2cccc(Cl)c2)c(=O)n1Cc1ccccc1 | -2% | 2% | 5% | 0% | 0% | 23% | -3%
CC1(C)CC(=O)c2cc(C(=O)Nc3ccc(Br)cc3)c(=O)n(-c3ccc(Cl)cc3)c2C1 | -2% | -5% | 5% | 0% | -11% | -4% | 3%
Cc1ccc(-c2cc3ncc4c(n3n2)-c2cc(Cl)ccc2OC4)cc1 | 1% | -3% | 12% | 8% | -15% | . | .
Cc1ccc(CNC(=O)CSc2nnc(C)c3c(C)n(-c4ccccc4)nc23)cc1 | 0% | -1% | 15% | 1% | -6% | -8% | 11%
O=C(CCn1c(=O)c2cccn2c2ccccc21)Nc1ccc(F)cc1 | 0% | 0% | -3% | 3% | -13% | 26% | 16%
CS(=O)(=O)Nc1ccc(-c2nc3ccccc3s2)cc1 | -4% | 1% | -12% | 0% | -9% | 1.6µM* | 4µM*
CCCCC(CC)CNC(=O)CCCn1c(=O)[nH]c2ccsc2c1=O (configuration not stated) | 0% | -6% | -6% | 0% | -15% | -4% | -4%
Cc1nc(-c2ccccc2)sc1-c1ccc(SCC(=O)Nc2cccc(C(F)(F)F)c2)nn1 | -1% | -5% | -20% | 2% | -2% | -12% | -2%
Cc1ccc(OCCn2cc(C(=O)c3cccs3)c3ccccc32)cc1 | 0% | -1% | -13% | 3% | -11% | -4% | -4%
Cc1c(C(=O)N2CCC(C)CC2)c(S(=O)(=O)NCc2ccc(Br)cc2)c(C)n1C | -1% | -3% | 2% | -4% | -5% | -10% | 0%
CCCS(=O)(=O)c1c(S(=O)(=O)CCC)c2cc(CC)ccn2c1C(=O)c1ccc(OC)cc1 | 1% | -5% | 15% | 0% | -29% | 16% | 0%
COc1cc(Cl)ccc1Nc1ncc(C(=O)N2CCN(c3ccccc3OC)CC2)c2ccccc12 | 1% | -5% | ? | 4% | 0% | -5% | 2%
COc1ccccc1NC(=O)C(=O)NCC(c1ccc2c(c1)OCO2)N1CCN(C)CC1 (configuration not stated) | 6% | -10% | -8% | -7% | -8% | 76%[activator] | 2%

The listing continues:
canonical_smiles | B2AR arrestin ag | TSG101-PTAP inh | NTMT1 inh | GALK inhibitor | FH mod | p53null 39C kill | p53null 32C kill
O=C(CN1C=NS(=O)(=O)c2ccc(C(F)(F)F)cc21)Nc1cccc(C(F)(F)F)c1 | -2% | 3% | 10% | -2% | -8% | -18% | 0%
COc1ccc(C(=O)COC(=O)CCCC(=O)Nc2ccc(C(C)=O)cc2)cc1 | -2% | 0% | 20% | 2% | -11% | 25% | -6%
Cc1ccc(-c2nnc(Nc3ccc(F)cc3)c3ccccc23)cc1S(=O)(=O)NC(C)C | -2% | 0% | -1% | 2% | -2% | -8% | 35%[activator]
CCOc1ccccc1NS(=O)(=O)c1ccc2oc(=O)c3ncn(C)c3c2c1 | 0% | -3% | . | 5% | . | 20µM* | -18%
CCN(C(=O)Cc1c(C(=O)O)[nH]c2ccccc12)c1ccc(OC)cc1 | 0% | -6% | -2% | -5% | 1% | -8% | 0%
Cc1ccc(-n2cnc3cc(C(=O)NCCC4=CCCCC4)ccc32)cc1Cl | 3% | -1% | ? | 1% | -22% | 2% | -4%
Cc1ccc(-n2c(=O)c3c4c(sc3n(CC(=O)C(C)(C)C)c2=O)CCCCC4)cc1C | -2% | -6% | -4% | -13% | -11% | 23% | 10%
COc1cccc(-c2nc(CS(=O)(=O)CC(=O)N3CCN(c4ccccc4)CC3)c(C)o2)c1 | 1% | -4% | 2% | 8% | ? | 9% | 3%
CCc1ccc(NC(=O)Cn2c(=O)n(CCCCC(=O)NCCc3ccc(Cl)cc3)c(=O)c3ccccc32)cc1 | 1% | -3% | 11% | 4% | -1% | -20% | 3%
Cc1nc2sccn2c(=O)c1S(=O)(=O)Nc1cccc(Cl)c1C | -2% | -7% | ? | 2% | -11% | -14% | 0%
COc1ccc(CNc2ccc3cc(S(=O)(=O)N4CCCCC4)ccc3n2)cc1 | 0% | 0% | -1% | 1% | -22% | ? | -6%
CC(=O)c1ccc(NC(=O)CN2C(=O)CCc3cc(S(=O)(=O)N4CCC(C)CC4)ccc32)cc1 | 1% | -5% | -18% | 0% | 18% | -12% | 2%

An excerpt; count on the stated rates, not on these rows.
